# Assay outcomes (PubChem BioAssay)
# PAFAH2 FP inh: PAFAH2 enzyme inhibitors, primary screen, biochemical, fluorescence polarization, human. recombinant PAFAH2, FP-rhodamine activity probe. AID 492956, 2010. actives 0.99% (n = 340,000). inhibition, % at 3.39 µM;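 active = inhibition above the mean over all tested compounds plus 3 SD, cut at about 30% in these data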;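 also: inhibitors block probe labeling of enzyme so polarization drops; 0% = enzyme with DMSO and 100% = wells lacking PAFAH2 protein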
# proCasp3 act: activators of human procaspase-3 D3A mutant, primary screen, biochemical, absorbance, PC-3 D3A mutant, single concentration; actives 0.11% (n = 330,000); recombinant procaspase-3 D3A, Ac-DEVD-pNA absorbance 405 nm; activation, % at 8.5 µM; Caspase-3 (Homo sapiens), P42574;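 active = activation above the mean of all tested compounds plus 3 SD, cut at about 21% in these data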;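 also: 0% = DMSO alone and 100% = DMSO wells spiked with extra 5 µM PC-3 D3A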
#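 Test system: Procaspase-3 D3A mutant, all three cleavage aspartates alanine | Dosing: Single dose, 8.5 µM nominal compound, 0.8% DMSO | Schedule: 1 h preincubation, 2 h reaction | Technique: 405 nm absorbance of p-nitroaniline, reads at 0 and 120 min | Repeats: One well per compound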
# TPT1 inhibitor: Candida albicans TPT1 enzyme inhibitors, primary screen, biochemical, fluorescence polarization | actives 0.81% (n = 300,000) | inhibition, % at 5 µM | recombinant caTPT1, FP RNA substrate dephosphorylation | tRNA 2'-phosphotransferase TPT1 (Candida albicans SC5314) | AID 1962, 2009;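 active = inhibition above the mean of all tested compounds plus 3 SD, set per screening campaign, cut at about 24% in these data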;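 also: plate controls were DMSO alone for no effect and ferristatin control at 100 nM for full effect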
# proCasp7 act: procaspase-7 activators, primary screen, counter-screen for procaspase-3 activator project, biochemical, absorbance, HTS, human; actives 0.093% (n = 330,000); recombinant procaspase-7, Ac-DEVD-pNA absorbance 405 nm; D23A/D198A/D206A triple mutant, cannot self-cleave; scale: DMSO 0, 5 µM enzyme 100; AID 463210, 2010; activation, % at 8.5 µM;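 active = percent activation above the screen-wide mean plus 3 SD, cut at about 25% in these data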
# Target sequence (P55210 whole entry D23A/D198A/D206A): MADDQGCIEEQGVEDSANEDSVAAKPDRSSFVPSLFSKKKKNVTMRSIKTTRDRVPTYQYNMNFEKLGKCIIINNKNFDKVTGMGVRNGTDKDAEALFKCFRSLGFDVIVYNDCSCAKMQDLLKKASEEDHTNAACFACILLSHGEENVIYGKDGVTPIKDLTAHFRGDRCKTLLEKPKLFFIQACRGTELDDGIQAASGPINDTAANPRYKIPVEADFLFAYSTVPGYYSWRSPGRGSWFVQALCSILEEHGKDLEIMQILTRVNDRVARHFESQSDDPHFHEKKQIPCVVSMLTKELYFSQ
#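 Test system: Procaspase-7 triple mutant (PC-7 D3A). Also added: Ac-DEVD-pNA substrate, 400 µM as added. Schedule: 1 h enzyme–compound preincubation and 2 h substrate reaction, both 25 °C. Signal: p-Nitroaniline absorbance at 405 nm, read at 0 and 120 min. Control set: low DMSO alone, high DMSO plus 5 µM PC-7.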
# core dimer inh: inhibitors of HCV core protein dimerization, primary screen, biochemical, TR-FRET, high-throughput | inhibition, % at 5 µM | AID 1899, 2009 | actives 0.33% (n = 300,000) | TR-FRET GST/Flag-core106 dimerization, 1536-well;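 active = inhibition above the mean of all tested compounds plus 3 SD, set per screening campaign, cut at about 45% in these data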
#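 Assay system: tagged HCV core106 pair (GST and Flag); medium: KF-containing HEPES buffer, pH 7.45, DTT, CHAPS, BSA; also added: Eu donor and XL665 acceptor anti-tag antibodies; dosing: 5 µM single dose; timing: compound-protein-antibody incubation 4 h at 22.5 °C; signal: TR-FRET 671 and 617 nm emission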
# Fh CTSL1 inh: Fasciola hepatica cathepsin L1 inhibitors, primary screen, counter-screen for PFM18AAP inhibitor project, biochemical, QFRET, fluorogenic peptide substrate; recombinant F. hepatica cathepsin L1, Z-Leu-Arg-MCA fluorescence; inhibition, % at 5.96 µM; actives 0.49% (n = 300,000); AID 1906, 2009;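 active = inhibition above the mean of all tested compounds plus 3 SD, set per screening campaign, cut at about 17% in these data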;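 also: 0% = plate median of test compound wells and 100% = 1 µM Z-Phe-Ala-diazomethylketone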
# PP5 inh: PP5 phosphatase inhibitors, primary screen, biochemical, fluorescence. Serine/threonine-protein phosphatase 5 (Homo sapiens), P53041. purified PP5c, OMFP substrate fluorescence. inhibition, % at 6.7 µM. actives 0.18% (n = 320,000). AID 1987, 2009;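 active = inhibition above the campaign's mean inhibition across all tested compounds plus 3 SD, cut at about 9.5% in these data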;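 also: 0% = DMSO only and 100% = 100 µM cantharidin control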
# Target sequence (P53041 whole entry, looked up): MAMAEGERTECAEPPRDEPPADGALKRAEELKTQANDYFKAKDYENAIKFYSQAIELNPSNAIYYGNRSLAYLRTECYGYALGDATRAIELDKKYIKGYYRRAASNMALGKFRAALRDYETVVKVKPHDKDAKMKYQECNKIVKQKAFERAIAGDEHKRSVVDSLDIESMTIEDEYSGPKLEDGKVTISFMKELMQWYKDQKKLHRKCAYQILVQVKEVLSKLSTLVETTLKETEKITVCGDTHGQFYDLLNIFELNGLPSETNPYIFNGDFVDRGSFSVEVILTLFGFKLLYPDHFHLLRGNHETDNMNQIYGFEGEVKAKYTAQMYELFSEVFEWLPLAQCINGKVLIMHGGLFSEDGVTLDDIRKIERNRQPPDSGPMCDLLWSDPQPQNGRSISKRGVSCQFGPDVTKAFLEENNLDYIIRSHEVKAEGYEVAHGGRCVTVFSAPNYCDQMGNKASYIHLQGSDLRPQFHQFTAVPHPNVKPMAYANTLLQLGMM
# PP1 counter: PP1-alpha phosphatase inhibitors, primary screen, counter-screen for PP5 inhibitor project, biochemical, fluorescence, OMFP substrate, single point; Serine/threonine-protein phosphatase PP1-alpha catalytic subunit (Homo sapiens), P62136; purified PP1alpha; inhibition, % at 6.7 µM; actives 0.9% (n = 320,000); AID 2235, 2010;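 active = inhibition above the mean inhibition of all tested compounds plus 3 SD, computed separately for each screening campaign, cut at about 15% in these data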
# AHR activator: AHR activators, primary screen, cell-based, luminescence, luciferase reporter, human | Aryl hydrocarbon receptor (Homo sapiens), P35869 | AHR-responsive luciferase reporter cells | activation, % at 5 µM | actives 2.5% (n = 320,000); in the data active = activation above about 47%;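 also: 0% = vehicle wells and 100% = reference agonist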
# Starred values were filed as active, the others as inactive; . = no result given.
SMILES,PAFAH2 FP inh,proCasp3 act,TPT1 inhibitor,proCasp7 act,core dimer inh,Fh CTSL1 inh,PP5 inh,PP1 counter,AHR activator
O=C(c1ccccc1)c1ccc(Oc2ncccn2)cc1,6,-4,0,-6,1,1,1.2,0,8
CCc1noc(C)c1C(=O)Nc1nnc(C2CCCCC2)s1,.,3,-2,1,-2,-9,-0.1,-3,1
Cn1cc(CN2CCCC(CNC(=O)c3ccc4c(c3)OCO4)C2)c2ccccc21 (stereo not drawn),-5,2,-3,10,-6,-7,-2.2,-2,13
Cc1onc(-c2ccccc2Cl)c1C(=O)Nc1cnn(Cc2ccccc2)c1,9,0,-5,4,-1,1,-0.4,2,4
COc1ccccc1NC(=O)CN1CCN(CC(=O)Nc2ccc(F)cc2)CC1,6,1,-3,-7,-2,2,-0.9,1,5
Cc1ccc(/C(O)=C/c2nc3ccccc3oc2=O)cc1,.,-7,0,-8,5,-1,-0.2,2,9
O=C(NCCC1=CCCCC1)C(=O)NCC(c1ccco1)N1CCN(c2ccccc2)CC1 (stereo not drawn),2,7,-5,-5,5,2,-0.7,-4,-3
Cc1nnsc1NC(=O)OCC(C)C,1,-6,4,11,6,3,1.6,-5,10
N#C/C(=C(\O)c1cc(Cl)sc1Cl)c1nc2ccccc2[nH]1,11,-1,8,2,-12,1,1.2,0,89*
CCc1cc(=O)oc2cc(OC(C)C(=O)NCC(O)c3ccccc3)c(Cl)cc12 (stereo not drawn),-5,2,1,3,-4,-1,-2.7,-5,-1
CCCCn1c(N)c(N(CC(C)C)C(=O)CN2C(=O)NC3(CC(C)CC(C)(C)C3)C2=O)c(=O)[nH]c1=O (stereo not drawn),3,-3,0,7,0,7,0.2,1,-1
Cc1cc(C)cc(-n2c(SC(C)C(=O)NCc3ccc4c(c3)OCO4)nc3ccccc3c2=O)c1 (stereo not drawn),-9,-6,-1,-7,13,1,2.7,5,8
Nc1nonc1-n1nnc(C(=O)N/N=C/c2ccccc2F)c1CN1CCc2ccccc21,-3,1,-1,11,14,-7,3.5,3,9
C=C1c2cc(C)ccc2NC(=O)N1c1ccccc1,-6,-1,0,-8,-12,-5,2.2,-7,22
Cc1ccc(C)c(C(=O)COc2ncnc3ccccc23)c1,-2,48*,0,0,3,2,0.8,-2,0
CCNC(=O)C(C)NC(=O)C1=NN(c2ccccc2)C(=O)CC1 (stereo not drawn),8,10,1,-4,-3,2,0.3,0,3
CCN(CC)CCn1c(N)nc2ccccc21,-5,-5,1,-5,0,0,-4.6,-3,1
CC(=O)c1cccc(N(CC(=O)N2CCCC2)S(C)(=O)=O)c1,7,0,0,3,-5,-1,0.9,-2,0
CCNc1nc(NCC)nc(C(=O)NN)n1,-2,2,-3,-9,-2,0,0.8,24*,7
O=C(Nc1ccnn1C1CCN(Cc2cc(Cl)ccc2O)CC1)C1CC1,-3,0,3,4,-6,0,1.9,0,6

# Shown field by field: part of the list above.
smiles: CCN(CC)CCn1c(N)nc2ccccc21
- PAFAH2 FP inh: -5
- proCasp3 act: -5
- TPT1 inhibitor: 1
- proCasp7 act: -5
- core dimer inh: 0
- Fh CTSL1 inh: 0
- PP5 inh: -4.6
- PP1 counter: -3
- AHR activator: 1

smiles: CC(=O)c1cccc(N(CC(=O)N2CCCC2)S(C)(=O)=O)c1
- PAFAH2 FP inh: 7
- proCasp3 act: 0
- TPT1 inhibitor: 0
- proCasp7 act: 3
- core dimer inh: -5
- Fh CTSL1 inh: -1
- PP5 inh: 0.9
- PP1 counter: -2
- AHR activator: 0

smiles: CCNc1nc(NCC)nc(C(=O)NN)n1
- PAFAH2 FP inh: -2
- proCasp3 act: 2
- TPT1 inhibitor: -3
- proCasp7 act: -9
- core dimer inh: -2
- Fh CTSL1 inh: 0
- PP5 inh: 0.8
- PP1 counter: 24*
- AHR activator: 7

# More results
SMILES,PAFAH2 FP inh,proCasp3 act,TPT1 inhibitor,proCasp7 act,core dimer inh,Fh CTSL1 inh,PP5 inh,PP1 counter,AHR activator
CCn1c(SCC(=O)c2ccc(Cl)cc2)nnc1-c1cccs1,8,-2,-3,3,9,-3,4.4,0,-3
CCCC(=O)Nc1nc2c(c(=O)[nH]1)CCCC2,2,0,-3,12,2,-1,2.0,0,4
CC(C)NC(=O)C1CCN(C(=O)c2ccc(-c3ccccc3)cc2)CC1,2,1,3,13,2,2,-1.1,0,7
COc1ccccc1/C=C1/C(=O)N(c2ccc([N+](=O)[O-])cc2)N=C1C,-1,0,-1,-6,-5,-1,3.1,-3,0
CN(CCOc1ccc(Cl)cc1)Cc1cccc(S(=O)(=O)N(C)C)c1,0,-3,0,7,7,0,2.0,2,2
CC1(C)CC(=O)c2cnc(N)nc2C1,0,-10,-3,13,-4,-1,2.5,4,1
COC(=O)C1C(=O)OC(C)(C)C1C(C)C(=O)c1ccccc1 (stereo not drawn),-1,1,-4,1,-2,-2,0.3,-4,-1
CCOC(=O)C1=C(CC)Nc2ccccc2N/C1=N\S(=O)(=O)c1ccccc1F,2,8,.,3,.,.,2.5,-3,-1
COc1ccc(NC(=O)CN2CCC(C(N)=O)(N3CCCCC3)CC2)cc1,2,-5,-3,8,1,2,-1.9,2,-1
COc1ccc(N2CC(C(=O)Nc3ccc([N+](=O)[O-])cc3Br)CC2=O)cc1 (stereo not drawn),7,-2,-4,2,-1,1,1.4,0,-3
Cc1nn(C(C)C(=O)N2CCOCC2)c(=O)c2nn(-c3ccccc3)c(C)c12 (stereo not drawn),4,3,1,-1,-13,1,0.3,-1,0
COc1cc(C=O)ccc1OC(=O)c1ccncc1,3,2,-2,-1,4,2,2.1,1,2
Cc1noc(C)c1S(=O)(=O)N(CC(=O)NCc1ccc2c(c1)OCO2)c1ccc(C(C)C)cc1,3,-2,0,5,7,1,5.5,-2,3
CC1(CC(=O)Nc2ccccc2)NC(=S)N(c2ccccc2)N1 (stereo not drawn),3,0,2,0,-4,8,-0.3,0,5
CC1CCC2(CC1)NC(=O)N(CC(=O)NC(=O)Nc1ccc3c(c1)OCCO3)C2=O (stereo not drawn),-2,0,-4,0,-6,3,1.1,-1,6
CCO[C@H]1OC(C(N)=O)=C[C@@H](c2ccc(Br)cc2)[C@@H]1CCCO,-13,-9,-1,-8,-9,0,-3.6,-4,2
O=C(Nc1ccc(C(=O)N2CCOCC2)cc1)c1cccc(Br)c1,4,6,1,0,-4,-4,2.9,1,-3
COc1ccc(Nc2ccncc2[N+](=O)[O-])cc1,-5,2,2,5,-3,0,-0.6,-4,4
Cc1cccc(NC(=O)CN2C(=O)NC(Cc3ccccc3)C2=O)c1 (stereo not drawn),-5,-5,-6,0,-5,0,0.1,-2,8
Cc1ccc(C(=O)COC(=O)CN2C(=O)C3C4CC(C(Br)C4Br)C3C2=O)cc1 (stereo not drawn),-5,8,3,-2,8,2,4.9,6,2
CCN(CC)S(=O)(=O)c1ccc(C)c(NC(=S)Nc2cccc(S(=O)(=O)N3CCCCCC3)c2)c1,-18,6,-3,-2,-2,-4,0.7,0,-1

# Part of the list above in a different format.
Molecule	PAFAH2 FP inh	proCasp3 act	TPT1 inhibitor	proCasp7 act	core dimer inh	Fh CTSL1 inh	PP5 inh	PP1 counter	AHR activator
Cc1cccc(NC(=O)CN2C(=O)NC(Cc3ccccc3)C2=O)c1 (stereo not drawn)	-5	-5	-6	0	-5	0	0.1	-2	8
Cc1cc(C)cc(-n2c(SC(C)C(=O)NCc3ccc4c(c3)OCO4)nc3ccccc3c2=O)c1 (stereo not drawn)	-9	-6	-1	-7	13	1	2.7	5	8
N#C/C(=C(\O)c1cc(Cl)sc1Cl)c1nc2ccccc2[nH]1	11	-1	8	2	-12	1	1.2	0	89*

# Seven compounds from above with just AHR activator, proCasp3 act and PP5 inh.
Molecule | AHR activator | proCasp3 act | PP5 inh
Cc1noc(C)c1S(=O)(=O)N(CC(=O)NCc1ccc2c(c1)OCO2)c1ccc(C(C)C)cc1 | 3 | -2 | 5.5
CC1(CC(=O)Nc2ccccc2)NC(=S)N(c2ccccc2)N1 (stereo not drawn) | 5 | 0 | -0.3
CC1CCC2(CC1)NC(=O)N(CC(=O)NC(=O)Nc1ccc3c(c1)OCCO3)C2=O (stereo not drawn) | 6 | 0 | 1.1
CCO[C@H]1OC(C(N)=O)=C[C@@H](c2ccc(Br)cc2)[C@@H]1CCCO | 2 | -9 | -3.6
O=C(Nc1ccc(C(=O)N2CCOCC2)cc1)c1cccc(Br)c1 | -3 | 6 | 2.9
COc1ccc(Nc2ccncc2[N+](=O)[O-])cc1 | 4 | 2 | -0.6
Cc1cccc(NC(=O)CN2C(=O)NC(Cc3ccccc3)C2=O)c1 (stereo not drawn) | 8 | -5 | 0.1
